EPAC1 agonist: activates human EPAC1 exchange factor. AID 720707. Potency, µM (doses to about 154 µM), for inactives: at the top dose activation, actives largely listed as activators. EPAC1 agonist qHTS, biochemical assay; response scale: 100% = response to 6.5 mM cAMP. 0.073% of 360,000 active; note: potency is the fitted concentration of half-maximal effect; nearly all actives have a fitted effect of over 60% in size
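Compounds were pinned as a concentration titration into mixtures of EPAC1 (100 nM), BODIPY-GDP-loaded Rap1B (250 nM) and GDP (50 uM). After 5 min at room temperature, fluorescence was followed for 30 min; activity was scaled to 6.5 mM cAMP.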
HEK293 tox: cytotoxic in the GLP-1 receptor inverse agonist counter-screen. HEK293 cAMP-luciferase reporter cells, luminescence, 24 h. Potency, µM (highest dose often 38.3 µM), inactives show top-dose activity change, negative = inhibition, hits mostly inhibitors. 0.13% of 410,000 active;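 note: loss of luciferase light is scored as toxicity; potency is the fitted concentration of half-maximal effect; % is set by controls: 0 for no effect and ±100 for the full control effect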
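Quantitative HTS format, 1536 wells, 200 cells/uL seeded. Compounds: 23 nL, 24 h, 37 °C. Detection: luciferase reagent, luminescence at 12 min RT; decreased signal taken as cytotoxic.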
PTHR1 agonist: activates the human parathyroid hormone receptor PTHR1; AID 743266; Q03431; 0.075% of 410,000 active; Potency, µM (series often up to 115 µM), for the others: at the top dose activation, usual class: activators; HEK293 GP2 PTHR1 cells, GloSensor cAMP luminescence, 1 h; note: potency is the fitted concentration of half-maximal effect; nearly all actives have a fitted effect of over 55% in size; some results filed as inactive show a strong effect at the top dose; inactives centre near -15; many of its hits are not listed in these tables
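HEK-293-derived GP2 cells expressing PTHR1 and a GloSensor cAMP reporter, 3,000/well, plated overnight, given luciferin plus IBMX (each 0.5 mM as added) for 1 h at 37 °C, then compound for 1 h at 37 °C. Luminescence was read after 15 min at room temperature.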
EPAC1 antag: EPAC1 (human) antagonism | EPAC1 GEF assay, Rap1b-BODIPY-GDP exchange fluorescence | 0.14% of 360,000 active | AID 720709 | O95398 | Potency, µM (top dose mostly 115 µM), inactives show at the highest dose activity change, negative = inhibition, actives largely listed as inhibitors;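 note: potency is the fitted concentration of half-maximal effect; plate controls were vehicle for no effect and positive control for full effect; nearly all actives have a fitted effect of over 50% in size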
GLP1R ag: activates the human GLP-1 receptor; P43220; HEK293 GLP-1R CRE-luciferase, luminescence, 4-6 h; cells express a hypersensitive GLP-1R form; Potency, µM (top dose mostly 45.6 µM), for inactives: top-dose activation, usual class: activators; 0.007% of 380,000 active; AID 624172; note: potency is the fitted concentration of half-maximal effect; % of control where 0% means no effect
GLP1R inv ag: GLP-1 receptor (human) inverse agonism; HEK293 GLP-1R CRE-luciferase, luminescence, 24 h; GLP-1R form is constitutively active; P43220; 1.6% of 410,000 active; AID 624417; Potency, µM (series often up to 38.3 µM), without a hit: top-dose activity change, negative = inhibition, most hits filed as inhibitors; note: potency is the fitted concentration of half-maximal effect; % is set by controls: 0 for no effect and ±100 for the full control effect; nearly all actives have a fitted effect of over 55% in size
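qHTS in 1536-well format: reporter HEK293 cells expressing constitutive GLP-1R activity in DMEM + 10% Nu serum, 24 hr with compounds at 37 deg C, luminescence read after 12 min with detection reagent.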
PI5P4Ka inh: inhibitors of human PI5P4K alpha. P48426. PI5P4Kalpha enzyme, ADP-Glo luminescence, 60 min; hits give low values. max response, %. 1.2% of 330,000 active; active = max response of -50% or lower; inconclusive = between -30% and -50%; inactive = -30% or higher; note: value at the top dose of about 77 µM; % is set by controls: 0 for no effect and ±100 for the full control effect
Target sequence (P48426 whole entry, looked up): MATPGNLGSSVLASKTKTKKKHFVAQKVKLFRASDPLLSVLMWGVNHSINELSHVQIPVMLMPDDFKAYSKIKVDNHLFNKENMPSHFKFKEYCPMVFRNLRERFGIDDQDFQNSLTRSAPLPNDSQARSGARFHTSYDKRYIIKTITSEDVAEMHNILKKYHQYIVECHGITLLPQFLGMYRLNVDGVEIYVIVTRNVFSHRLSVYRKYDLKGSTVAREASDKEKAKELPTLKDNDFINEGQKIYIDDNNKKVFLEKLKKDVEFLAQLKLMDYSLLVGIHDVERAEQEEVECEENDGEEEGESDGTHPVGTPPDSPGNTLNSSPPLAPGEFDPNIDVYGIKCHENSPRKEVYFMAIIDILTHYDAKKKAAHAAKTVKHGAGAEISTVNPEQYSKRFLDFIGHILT
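Enzyme plus substrate dispensed, test compounds pinned in, then ATP (5 microM final) added. After 60 min at RT, ADP-Glo reagent 1 for 45 min and reagent 2 for 30 min preceded luminescence imaging.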
PLK1 PBD inh: blocks phosphopeptide binding to human PLK1 polo-box domain | P53350 | Plk1 PBD binding of FITC phosphopeptide, fluorescence polarization | Potency, µM, inactives show max response, negative = inhibition, most hits filed as inhibitors | 2.8% of 360,000 active | AID 720504; note: potency is the fitted concentration of half-maximal effect; series mostly up to about 57 µM; % is set by controls: 0 for no effect and ±100 for the full control effect; nearly all actives have a fitted effect of over 65% in size
Target sequence (P53350 whole entry, looked up, the tested form may be a part): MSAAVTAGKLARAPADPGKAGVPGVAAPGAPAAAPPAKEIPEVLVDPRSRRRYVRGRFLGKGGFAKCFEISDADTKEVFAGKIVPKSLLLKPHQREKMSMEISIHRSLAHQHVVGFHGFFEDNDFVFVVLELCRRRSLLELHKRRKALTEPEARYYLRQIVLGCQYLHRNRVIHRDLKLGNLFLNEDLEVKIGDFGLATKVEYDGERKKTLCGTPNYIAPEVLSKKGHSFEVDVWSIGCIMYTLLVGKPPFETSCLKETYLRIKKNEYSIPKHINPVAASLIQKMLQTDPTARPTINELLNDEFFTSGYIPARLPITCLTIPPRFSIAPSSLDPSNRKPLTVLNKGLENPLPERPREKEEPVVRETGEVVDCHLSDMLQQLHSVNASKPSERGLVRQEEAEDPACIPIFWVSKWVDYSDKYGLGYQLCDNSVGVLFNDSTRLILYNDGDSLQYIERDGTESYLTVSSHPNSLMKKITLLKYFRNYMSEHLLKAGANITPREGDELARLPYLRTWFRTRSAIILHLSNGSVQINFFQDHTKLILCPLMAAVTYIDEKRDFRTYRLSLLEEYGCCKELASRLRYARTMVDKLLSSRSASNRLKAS
IL2 activator: activates IL-2 in a cell-based reporter assay; IL-2 activation reporter assay, cell-based qHTS; stimulated with anti-CD3/CD4/CD28 beads; in transgenic mouse T cells; AID 652025; activation, % (series mostly up to about 46 µM); 0.065% of 360,000 active; in the data active = activation above about 50%; inconclusive = mostly about 30% to 49%; note: 0% is about no effect
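Unstimulated transgenic mouse T cells; 60-min compound exposure; bead-based TCR/CD4/CD28 stimulation; 18 h culture, 37 degrees C; dual fluorescence (EGFP, DsRed) plate cytometry.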
An asterisk follows results filed as active; i = inactive; ? = inconclusive; nt = not tested or not shown; & = joins results of further samples; [ ] = another dose, or the depositor's remark. Unless noted, calls come from the whole dose curve; as a rule, active = well fitted curve in the direction sought with a large enough effect; inconclusive = small, poorly fitted or top-dose-only effect, or another doubt; inactive = no such curve, though single readings can be large; an effect the other way counts as inactive or inconclusive.

SMILES	EPAC1 agonist	HEK293 tox	PTHR1 agonist	EPAC1 antag	GLP1R ag	GLP1R inv ag	PI5P4Ka inh	PLK1 PBD inh	IL2 activator
COc1ccc(C(=O)COC(=O)c2ccccc2C(=O)N(C)c2ccccc2)c(OC)c1	-41%[inhibitor]	5%	i	-18%	14%	?	?	-7%	-0.7
O=C(Nc1cc(-c2nc3ncccc3o2)ccc1Cl)c1ccco1	-3%	3%	-29%	12%	-2%	42%[activator]	0	-19%	-3.7
CC(C)c1ccccc1OCC(=O)N(C)CC(=O)Nc1ccc(F)cc1	0%	7%	-7%	-3%	-5%	?	13	-5%	-5.8
O=C(CCc1nnc(-c2ccc3c(c2)OCO3)o1)NCCc1ccccc1F	-2%	-5%	i	-6%	6%	?	-26	12µM*	-3.4
COc1ccc(S(=O)(=O)NCC(c2ccc(F)cc2)N2CCOCC2)cc1Br (configuration not stated)	-10%	5%	-64%	-14%	8%	?	4	-7%	0.1
CCN(C)C1CN(Cc2cn(Cc3ccc(C(F)(F)F)cc3)nn2)S(=O)(=O)C1 (configuration not stated)	-4%	5%	i	1%	0%	15%	3	-9%	0.0
COc1ccc2[nH]c3c(c2c1)CCN1C(=O)C(CC(=O)NC(C)(C)C)C[C@H](C(=O)N(C(C)C)C(C)C)[C@@]31C (some centres not stated)	-8%	1%	28%	5%	12%	-22%	5	-12%	-0.6
CC(C)CN1CCN(Cc2ccc(Oc3ncccn3)cc2)CC1CCO (configuration not stated)	6%	-3%	i	7%	-2%	-7%	4	-14%	-2.7
Cc1ccc(S(=O)(=O)CCC(=O)NCCc2ccccc2)cc1	-9%	3%	-13%	0%	-2%	15%	7	-19%	1.4
CN(C(=O)COC(=O)CCC1CCCCC1)c1c(N)n(Cc2ccccc2)c(=O)[nH]c1=O	-6%	?	-23%	7%	-3%	17%	1	8%	-3.5
COC(=O)C1(C(=O)OC)C2C(=O)C3C(C21)C3(C(=O)OC(C)(C)C)C(=O)OC(C)(C)C (configuration not stated)	-11%	1%	i	-3%	7%	-7%	1	-16%	-1.9
O=C(NCCNC1CCC(c2ccccc2)CC1)c1ccc(F)cc1 (configuration not stated)	-1%	21%	i	15%	2%	?	2	-7%	-6.6
Cc1ccc(-n2c(C)cc(/C=N/NC(=O)CC3(C)OCCO3)c2C)cc1	-3%	-21%	-11%	6%	9%	3%	1	3%	-3.5
Clc1ccc(-c2nnc3n2CCCC3)cc1	1%	-9%	i	-5%	-10%	2%	nt	-1%	-1.8
O=C(O)/C=C/C(=O)NCCC(c1ccccc1)c1ccccc1	5%	-6%	i	-3%	9%	?	1	-21%	-2.2
COc1ccc(-c2nn(-c3ccccc3)cc2C(=O)Nc2cccc(S(=O)(=O)NC3=NCCC3)c2)cc1	25%	-2%	-33%[inhibitor]	-2%	13%	-26%	1	-1%	-0.5
Cc1nn(-c2ccc(N3CCCCC3)nn2)c(C)c1CCC(=O)Nc1cc(F)ccc1F	-6%	-17%	-76%[inhibitor]	1%	-5%	?	6	0%	-1.8
CC(Oc1ccc(Br)cc1Cl)C(=O)Nc1ccncc1 (configuration not stated)	-2%	-2%	-22%	4%	7%	-19%	3	-1%	-1.1
CCOC(=O)c1ccc(NC(=S)NCc2ccc(F)cc2)cc1	12%	10%	-79%[inhibitor]	-9%	13%	?	1	-5%	-0.4
Nc1ncnc2c1ncn2[C@@H]1O[C@H](C(=O)N[C@H]2c3ccccc3C[C@H]2OC=O)[C@@H](O)[C@H]1O	1%	-1%	?	9%	-5%	35%[activator]	4	1%	-0.2
COc1ccc(NC(=O)CSCc2cc(=O)n3nc(C4CC4)sc3n2)cc1	-14%	-2%	i	-3%	-3%	2%	4	-5%	0.3
CCC1CCCCN1C(=O)CSc1nnc(CNC(=O)c2cc(OC)c(OC)c(OC)c2)o1 (configuration not stated)	-6%	-16%	i	2%	-3%	-27%	0	-28%	0.4
CCOc1nc(NCCC2=CCCCC2)nc(N2CCOCC2)n1	9%	3%	13%[57.5 µM]	12%	2%	4%	nt	-7%	-0.6
CC/C(=N\NC(=O)Nc1nonc1N)c1ccc(OC)c(OC)c1	5%	0%	-18%	10%	?	146%[activator]	-5	-14%	0.3
Cc1ccc(-c2c(NC(=O)C(C)C)n(C)c3ccccc3c2=O)cc1	8%	-1%	i	-10%	4%	0%	-7	-9%	-3.1

The final five compounds of the part before are carried over, then new ones follow.
SMILES	EPAC1 agonist	HEK293 tox	PTHR1 agonist	EPAC1 antag	GLP1R ag	GLP1R inv ag	PI5P4Ka inh	PLK1 PBD inh	IL2 activator
COc1ccc(NC(=O)CSCc2cc(=O)n3nc(C4CC4)sc3n2)cc1	-14%	-2%	i	-3%	-3%	2%	4	-5%	0.3
CCC1CCCCN1C(=O)CSc1nnc(CNC(=O)c2cc(OC)c(OC)c(OC)c2)o1 (configuration not stated)	-6%	-16%	i	2%	-3%	-27%	0	-28%	0.4
CCOc1nc(NCCC2=CCCCC2)nc(N2CCOCC2)n1	9%	3%	13%[57.5 µM]	12%	2%	4%	nt	-7%	-0.6
CC/C(=N\NC(=O)Nc1nonc1N)c1ccc(OC)c(OC)c1	5%	0%	-18%	10%	?	146%[activator]	-5	-14%	0.3
Cc1ccc(-c2c(NC(=O)C(C)C)n(C)c3ccccc3c2=O)cc1	8%	-1%	i	-10%	4%	0%	-7	-9%	-3.1
Cc1ccc(S(=O)(=O)N2CCN(C(=O)Cn3c(=O)cnc4ccccc43)CC2)cc1	14%	14%	i	-18%	-8%	-28%	1	-3%	1.3
CCN(CC)CCN1C(=O)C(=O)/C(=C(/O)c2c(C)[nH]c(C(=O)OC)c2C)C1c1ccc(C)o1 (configuration not stated)	9%	1%	i	2%	5%	-3%	-3	-7%	1.0
Cc1ccc(CC(=O)Nc2ccc(OC(F)F)c(Cl)c2)cc1C	10%	-23%	0%	-6%	13%	?	-2	-7%	4.4
CCCCOc1ccc(/C=C/C(=O)Nc2ccc(C(N)=O)cc2)cc1	3%	46%	i	-29%	-5%	13%	0	-6%	-0.4
O=S1(=O)N=C(SCCO)c2ccccc21	5%	-2%	-1%	-9%	4%	9%	-15	-19%	-0.4
O=C(NCc1ccccc1)c1ccc(N2CCC3(CC2)CC(c2ccccc2)=NO3)c([N+](=O)[O-])c1	4%	12%	-5%	?	7%	-12%	-3	-10%	0.2
COc1cccc(C2=NOC(C(=O)NCC3CCCO3)C2)c1 (configuration not stated)	2%	4%	-12%[57.5 µM]	-3%	-14%	21%	nt	-12%	0.9
CN(C)c1ccc(/C=N/NC(=O)CNC(=O)c2ccc3c(c2)OCCO3)cc1	5%	-6%	i	-21%	1%	0%	?	-10%	-2.8
CN(C)C(=O)c1nc2ccc(Cl)cn2c1CN1CCN(c2ncccn2)CC1	-11%	-7%	i	8%	-2%	11%	-16	-4%	-3.4
COc1ccc(-c2csc(NC3OC(=O)c4ccccc43)n2)cc1 (configuration not stated)	-5%	?	-43%[inhibitor]	-1%	-6%	?	-15	?	-0.7
CCc1cccc(CC)c1NC(=O)CSc1nnc(CCC(=O)O)c(=O)[nH]1	0%	10%	i	0%	9%	8%	-2	-11%	3.2
COc1cc(/C=N/NC(=O)C(=O)NCc2cccnc2)cc(OC)c1OC	-7%	0%	i	-1%	-5%	3%	1	3%	-0.2
CC(=O)Nc1ccc(NC(=O)CSc2nnc(NC(=O)Cc3ccc(F)cc3)s2)cc1	6%	7%	i	5%	-10%	8%	-12	5%	3.0
COc1ccc(-c2sc3cc4c(cc3c2-c2ccc(OCCN3CCCCC3)cc2)OCO4)cc1	7%	6%	-7%	8%	6%	?	-2	-15%	0.6
Cc1cccc(CCNC(=O)Cn2ncc3c([nH]c4ccccc43)c2=O)c1	-1%	12%	i	16%	-1%	2%	0	-1%	-1.7
Cc1cccc(N(C(=O)CNC(=O)c2ccco2)C(C(=O)NC2CCCC2)c2cccnc2)c1 (configuration not stated)	-8%	-2%	-9%	-10%	-9%	19%	4	-4%	-0.1
Cc1ccc(CSc2nnc(C)c(=O)n2N)cc1	7%	-2%	i	1%	1%	-2%	1	2%	5.2
Cn1c(=O)c2c(nc(NCCNC(=O)c3ccco3)n2Cc2ccccc2Cl)n(C)c1=O	3%	1%	?	0%	16%	0%	nt	1%	-2.2
CN(c1ccccc1C(=O)N1CCCC1)S(C)(=O)=O	-6%	0%	4%[57.5 µM]	13%	3%	11%	0	-1%	-0.2
COc1ccc(S(=O)(=O)N2CCCCCC2)cc1NC(=O)Cc1ccccc1	14%	4%[7.66 µM]	i	-18%	0%	2%[7.66 µM]	0	-10%	0.3
NC(=O)c1ccc(NC(=O)COC(=O)CC23CC4CC(CC(Br)(C4)C2)C3)cc1	-4%	0%	i	-16%	0%	13%	0	-2%	-0.2
O=C(NC1CCCCCCC1)c1cc(F)c(F)cc1Cl	-12%	2%	2%	-2%	8%	?	0	-12%	2.4
COc1ccc(C2=NOC(C(=O)Nc3cc(C)on3)C2)cc1OC (configuration not stated)	5%	3%	2%	-26%	4%	88%[activator]	?	-17%	-0.1
Cc1ccc(-c2noc(-c3ccno3)n2)cc1	-4%	0%	-8%	-1%	2%	9%	10	-4%	-0.9
CCOC(=O)C(C)On1c(SC(C)C(=O)OCC)nc2ccccc2c1=O (configuration not stated)	4%	9%	-27%	-22%	0%	3%	1	-17%	-0.9
COCCNC(=S)N1CCc2cc(OC)c(OC)cc2C1COc1ccc(C(C)C)cc1 (configuration not stated)	7%	-11%	-18%	?	13%	?	21	-8%	-1.8
O=C(OCc1nnc(-c2ccccc2)o1)c1cc(=O)c2ccccc2o1	3%	-13%	-3%[57.5 µM]	-11%	3%	0%	-19	-12%	0.1
COc1ccc(/C(C)=N/NC(=S)NCCc2ccccc2)c(O)c1	?	?	-1%	13%	8%	2µM*	16	2%	3.2
COc1ccc2c3c1OC1CC(O)C=CC31CCN(C)C2 (configuration not stated)	8%&-2%	2%&-4%	-7%	-2%&-15%	-1%&-4%	0%&18%	2&3	-15%&8%	-2.6&0.3

Source: PubChem (National Center for Advancing Translational Sciences (NCATS))

An excerpt, so the mix of outcomes need not match the whole.
